Compound activity: PubChem BioAssay, The Scripps Research Institute Molecular Screening Center
SRC3 TRFRET art: TR-FRET detection interference compounds, artefact control for PPARgamma SRC-3 recruitment agonists, biochemical, TR-FRET ratio; TR-FRET artefact counter-screen, PPARgamma/SRC-3 format; active compounds read high; hit rate 0.39% among 99,000; TR-FRET ratio at 8 µM; in the data active means TR-FRET ratio above about 2000; further: inactives centre near 1600
SRC1 TRFRET art: TR-FRET detection interference compounds, primary screen, artefact control for PPARgamma SRC-1 recruitment agonists, biochemical, TR-FRET emission ratio. TR-FRET detection artefact counter-screen; active compounds read high. hit rate 0.34% among 99,000. TR-FRET ratio at 8 µM; in the data active means TR-FRET ratio above about 2300; further: inactives centre near 1800
Starred values were filed as active, the others as inactive.

SMILES	SRC3 TRFRET art	SRC1 TRFRET art
Cc1cccc(NC(=S)N2CCN(c3ccccc3)CC2)c1	1443	1777
COc1ccc(C(=O)NCCc2nnc3ccc(SCC(=O)Nc4cc(C)on4)nn23)cc1	1561	1917
O=C(Cc1cccs1)Nc1nnc(-c2ccncc2)s1	1565	1574
Cc1ccc(NC(=O)Nc2nnc(CSCCOc3ccc(Cl)cc3)s2)cc1	1571	1528
CCCSc1ccc(-c2nn(-c3ccccc3)cc2/C=C(/C#N)C(=O)NCCCOC)cc1	1506	1952
O=C(CCC(=O)NC1CCN(Cc2ccccc2)CC1)NCc1ccco1	1613	1496
CN(CCC#N)C(=S)NC(=O)c1ccc(S(=O)(=O)N2CCOCC2)cc1	1714	1799
COc1cc(/C=C(/NC(=O)c2ccccc2)C(=O)N2CCN(C)CC2)c([N+](=O)[O-])cc1OC	1599	1660
OCCC#Cc1ccc(CN2CCN(Cc3ccccc3)C(CCO)C2)cc1 (stereo not drawn)	1509	1717
Cc1ccc(C)c(N2CCN(CCCNC(=O)Cn3cccc3C(=O)c3ccccc3)CC2)c1	1647	1877
NNC(=O)c1ccc(CN2C(=O)c3cccc4cccc2c34)cc1	1530	1588
O=C(/C=C/c1cccc(Cl)c1)OCc1cn2cc(Cl)ccc2n1	1691	1472
O=C(Nc1cccc(O)c1)C(Cc1ccccc1)N1C(=O)c2cccc3cccc(c23)C1=O (stereo not drawn)	1613	1948
COC(=O)c1sccc1NC(=O)COc1ccc(Cl)cc1Cl	1446	1496
Cc1c(C(=O)N2CCN(Cc3ccc4c(c3)OCO4)CC2)cccc1[N+](=O)[O-]	1571	1919
Cc1[nH]c2ccc(S(N)(=O)=O)cc2c1C	1644	1589
Cc1nnsc1Sc1ccccc1	1499	1581
CCOc1ccc(C(=O)NCC(=O)OCC(=O)c2ccc3c(c2)-c2ccccc2C3)cc1	1965	1872
CCC(C)(C)NC(=O)/C=C/c1cccs1	1496	1748
O=C(O)CC1SC(=Nc2ccccc2)N(c2ccccc2)C1=O (stereo not drawn)	1382	1745
CCOC(=O)Nc1ccc2c(c1)N(C(=O)OCCN(C)C)c1ccccc1CC2	1404	1535
Cc1cc(SC(C)C(=O)O)nc2ccccc12 (stereo not drawn)	1737	1775
CCOC(=O)C1(Cc2ccc(OC)cc2)CCN(C(=O)CCn2ccc(C)n2)CC1	1742	1937
O=C(N/N=C/C1CC=CCC1)c1cc(-c2cccnc2)nc2ccccc12 (stereo not drawn)	1515	1482
COc1ccc(-n2c(SCC(=O)Nc3cc(C)on3)nc3c([nH]c4ccccc43)c2=O)cc1	1697	1823
N/C(Cc1cccc2ccccc12)=N\OC(=O)c1ccc2c(c1)OCO2	1293	1513
CN1C(c2ccc(F)cc2)=CS/C1=C(/C#N)c1nnc(N2CCOCC2)n1-c1ccccc1	1485	1781
COc1ccc(CSCC(=O)Nc2ccccc2SC)cc1	1613	1793
Oc1ccccc1C(=S)N1CCN(c2cccc(Cl)c2)CC1	1506	1843
COc1ccc(/C=C/C(=O)c2cc(F)ccc2OC(=O)c2ccccc2OC)cc1OC	1689	1834
COc1ccc(CNc2oc(-c3ccccc3)nc2C#N)cc1	1535	1764
Cc1ccc(/C=C2\SC(=S)N(C(Cc3ccccc3)C(=O)O)C2=O)cc1 (stereo not drawn)	1586	1820
Nc1nnc(SCC(=O)OCC(=O)c2ccccc2Br)s1	1568	1584
COc1cc(NC(=O)c2cccc(COCC(F)(F)C(F)F)c2)cc(OC)c1OC	1457	1581
Cc1c(Cc2ccccc2)c(=O)oc2c(CN(C)C)c(O)c(Cl)cc12	1657	2006
COc1ccc(NC(=O)CC2CC3CCC2C3)cn1 (stereo not drawn)	1503	1638
COC(=O)c1ccc(CN2CCCC(CCC(=O)NCc3ccc(C)o3)C2)cc1 (stereo not drawn)	1540	1754
COc1cc2[nH]c(=O)n(CCC(=O)NC3CCCC3)c(=O)c2cc1OC	1553	1651
CC(=O)NC1(c2ccccc2)CCN(Cc2nnnn2C(C)(C)C)CC1	1506	1868
COc1ccccc1CNC(=O)c1cn(C)c2ccc(S(=O)(=O)N3CCCCC3)cc2c1=O	1521	1822
NC(=O)C1=C[C@@H](c2ccc(Br)cc2)C[C@@H](OCCCCO)O1	1418	1474
Cc1nnc(SCC(=O)N(C)c2c(N)n(Cc3ccccc3)c(=O)[nH]c2=O)n1Cc1ccccc1	1674	1859
N#CCC(=O)N/N=C/c1cccc(Oc2ccccc2)c1	1765	1755
COc1ccccc1NC(=O)Nc1nnc(C(C)C)s1	1541	1615
CCSc1ncnc2c1sc1nc3c(cc12)COC(C)(C)C3	1683	1928
O=C(NCCN1CCOCC1)c1cc2cc([N+](=O)[O-])ccc2s1	1654	2028
CCOc1cc(/C=N/NC(=O)CN2CCOCC2)ccc1OCc1ccccc1	1574	1876
Oc1cccc(C(Nc2nccs2)c2ccc3cccnc3c2O)c1 (stereo not drawn)	1744	2220
c1csc(COc2ccccc2CNC2CCCCC2)c1	1850	1918
Cc1ccc(C)c(N2CCN(c3cnn(-c4nc5ccccc5s4)c(=O)c3Cl)CC2)c1	1576	1582
COc1ccc(NC(=O)CNS(=O)(=O)c2cccc3nonc23)c(OC)c1	1548	1924
CC(=O)c1ccc(NC(=S)N2c3ccccc3CC2C)cc1 (stereo not drawn)	1547	2073
CSc1ccc(C#N)cc1NC(=O)c1ccccc1C	1627	1726
Cn1cnnc1SCC(=O)Nc1ccc(Cl)c(S(=O)(=O)N2CCOCC2)c1	1388	1560
O=C1c2ccccc2NC(c2ccccc2)N1Cc1ccco1 (stereo not drawn)	1662	1871
O=C(CN1C(=O)/C(=C/c2ccccc2F)Sc2ccccc21)N1CCN(c2ccccn2)CC1	1588	1544
Cn1c(=O)c2c(O)c(Cc3ccccc3)c(=O)[nH]c2n(C)c1=O	1720	1774
Cc1nc2cc(Cl)c([N+](=O)[O-])cc2s1	1735	1657
COc1nccc(-c2ccc(F)cc2)c1C#N	1548	1778
CC(C)(C)c1ccc(C(=O)N2CCN(CCNC(=O)C(=O)NCc3ccccc3)CC2)cc1	1567	1829
Additional records follow.
SMILES	SRC3 TRFRET art	SRC1 TRFRET art
C#CCOC(=O)C1C2C=CC(C2)C1C(=O)O (stereo not drawn)	1580	1690
N/C(Cn1cncn1)=N\OC(=O)c1ccc(Cl)cc1Cl	1705	1810
O=C(NNC(=S)NCC1CCCO1)c1cccc(S(=O)(=O)N2CCOCC2)c1 (stereo not drawn)	1604	1748
CCOc1ccc(C(=O)NC(=S)Nc2ccc(N3CCCCC3)cc2)cc1[N+](=O)[O-]	1729	1819
Cc1[nH]c(=O)[nH]c(=O)c1S(=O)(=O)N1CCOCC1	1600	1890
COc1cc(S(=O)(=O)N2CCOCC2)ccc1NC(=O)c1cc2c(s1)CCC2	1482	1929
O=S(=O)(NCc1ccccc1)NCc1ccccc1F	1548	1809
COc1ccc(CCNc2ccc(C(=O)O)cc2[N+](=O)[O-])cc1OC	1636	1725
CCCOC(=O)c1ccc(OCC(O)Cn2c(C)nc3ccccc32)cc1 (stereo not drawn)	1434	1759
CC(NC(=O)c1ccc(Br)cc1)C(=O)NC1=NCCS1 (stereo not drawn)	1391	1957
CCc1c(C)nc2c(OC)cccc2c1Cl	1591	1470
CCC(C(=O)NC1CCCC1)N(C(=O)Cn1nnc(-c2ccc(C)o2)n1)C(C)(C)C (stereo not drawn)	1718	1740
O=[N+]([O-])c1ccn(-c2nc(-c3cccs3)cc(C(F)(F)F)n2)n1	1493	1636
CCOC(=O)C(=O)Nc1nccs1	1741	1599
COCCn1nnnc1C(c1ccc(C)cc1)N1CCN(Cc2ccc3c(c2)OCO3)CC1 (stereo not drawn)	1736	1583
C/C(=N\N(c1ccccc1)c1ccccc1)c1ccco1	1292	1654
CC1(C)NC(=O)N(CC(=O)OCc2cc(=O)n3cc(Br)ccc3n2)C1=O	1482	1545
O=S(=O)(c1cccc(NC(=S)N2CCN(c3cccc(Cl)c3)CC2)c1)C(F)F	1449	1505
O=C(COC(=O)C1CC(O)CN1S(=O)(=O)c1ccc(Cl)cc1)c1ccccc1Cl (stereo not drawn)	1561	1789
Cn1c(N2CCOCC2)c(/C=N/O)c2ccccc21	1429	1757
O=C(CSc1nc2[nH]ncc2c(=O)[nH]1)Nc1nccs1	1670	1949
O=C(Nc1nnc(-c2ccc(Cl)cc2)o1)c1ccc(N2C(=O)CCC2=O)cc1	1420	2036
NS(=O)(=O)c1ccc(NC(=O)c2cc(-c3cccs3)nc3ccccc23)cc1	1864	1678
CC(=O)N1CCN(c2ccc(NC(=S)NC(=O)c3ccccc3)cc2)CC1	1538	1826
Cc1nc2ccccc2cc1C(=O)N/N=C/c1cccc([N+](=O)[O-])c1	1456	1541
C=CCNC(=S)Nc1nc2c(cc1C(=O)OCC)CCCC2	1606	1714
CC(=O)C1=C(O)C(=O)N(c2ccc(Br)cn2)C1c1ccc(F)cc1 (stereo not drawn)	1588	1946
CC(/C=N/n1c(-c2ccc(Cl)cc2)n[nH]c1=S)=C\c1ccco1	1668	1873
COc1cc(C)c(Cl)c(C)c1S(=O)(=O)NC1CC(C)(C)NC(C)(C)C1	1660	1597
COc1cc(S(=O)(=O)NCCOC23CC4CC(CC(C4)C2)C3)c(OC)cc1Cl	1614	1691
O=C(CN1CCN(Cc2ccccc2)CC1)Nc1ccccc1-c1ccccc1	1431	1652
CCNC(=S)N1CCc2cc(OC)c(OC)cc2C1COc1ccc(F)cc1 (stereo not drawn)	1547	1677
COc1cccc(/C=N/NC(=O)c2cc3cc([N+](=O)[O-])ccc3s2)c1O	1586	1700
COc1ccc(C(=O)NCC(=O)OCC(=O)N2CCN(S(=O)(=O)c3ccccc3)CC2)cc1	1655	1947
COc1cc(NC(=O)CN2CCN(c3ccccc3F)CC2)cc(OC)c1	1607	1688
O=c1c2c3c(sc2n(CCN2CCOCC2)c(=O)n1Cc1ccco1)CCCCC3	1626	1647
O=[N+]([O-])c1cc(S(=O)(=O)Nc2cccc(Cl)c2)ccc1N=Nc1c(O)[nH]c2ccccc12	1725	1863
Cc1cccc(NC(=S)NCc2ccco2)c1C	1457	1658
CC1CC(C)(C)NC(=S)N1CCCC(=O)Nc1ccc(Br)cc1 (stereo not drawn)	1575	2071
CCOc1ccc(/C=N/NC(=O)Nc2ccccc2)cc1	1616	1657
CC(SCC(=O)NC(C)C1CC2CCC1C2)C(=O)O (stereo not drawn)	1532	1670
C/C(=N/NC(=O)c1ccccc1)c1ccc(NC(=O)C(F)(F)F)cc1	1523	1925
Cc1ccccc1C(=O)Nc1cccc(C(=O)N/N=C/c2cc(Cl)cc([N+](=O)[O-])c2O)c1	1819	1963
CC(NC(=O)CCn1c(=S)[nH]c2ccsc2c1=O)c1ccccc1 (stereo not drawn)	1592	1664
CCN(CC)C(=O)c1nn(-c2ccccc2)c2c1C1CCC2(C)C1(C)C (stereo not drawn)	1659	1969
Cc1cc(C)nc(/N=C(\N)N2CCCCC2)n1	1590	1867
O=C(CSc1nn(-c2ccc(F)cc2)c(=S)s1)N1CCN(C(=O)c2ccco2)CC1	1523	1972
CC1CCC/C(=N/NC(=O)c2ccccc2-n2cccc2)C1 (stereo not drawn)	1379	1710
CCCCn1c2ccc(F)cc2c2nnc(NN)nc21	1588	1795
CC(C)NC(=O)c1cc2n(n1)C(C(F)(F)F)CC(c1ccco1)N2 (stereo not drawn)	1897	1885
CC1CCCCN1C(=O)c1ccc(COc2ccc([N+](=O)[O-])cc2)o1 (stereo not drawn)	1697	1722
Nc1c(C(=O)N2CCCC2)sc2nc3c(cc12)CCCCCC3	1398	1496
O=C(c1cc2c(s1)CCCC2)N1CCN(c2ccccc2)CC1	1521	1612
O=C(/C=C/c1ccc(S(=O)(=O)NCc2ccco2)cc1)NCc1ccccc1Cl	1380	1930
Fc1cccc(CSc2nnc3ccc(-c4ccncc4)nn23)c1	1769	2075
Cc1ccnc(NC(=O)C2(c3cccs3)CCOCC2)c1	1510	1654
O=C(/C=C/c1ccccc1)Nc1scc(-c2ccccc2)c1C(=O)O	1503	1787
Cc1ccc(CC(=O)NCC(c2ccco2)N(C)C)cc1C (stereo not drawn)	1358	1856

Of the compounds above, these have an aryl thioether with sulfur outside any ring:
SMILES	SRC3 TRFRET art	SRC1 TRFRET art
COc1ccc(C(=O)NCCc2nnc3ccc(SCC(=O)Nc4cc(C)on4)nn23)cc1	1561	1917
CCCSc1ccc(-c2nn(-c3ccccc3)cc2/C=C(/C#N)C(=O)NCCCOC)cc1	1506	1952
Cc1nnsc1Sc1ccccc1	1499	1581
Cc1cc(SC(C)C(=O)O)nc2ccccc12 (stereo not drawn)	1737	1775
COc1ccc(-n2c(SCC(=O)Nc3cc(C)on3)nc3c([nH]c4ccccc43)c2=O)cc1	1697	1823
COc1ccc(CSCC(=O)Nc2ccccc2SC)cc1	1613	1793
Nc1nnc(SCC(=O)OCC(=O)c2ccccc2Br)s1	1568	1584
Cc1nnc(SCC(=O)N(C)c2c(N)n(Cc3ccccc3)c(=O)[nH]c2=O)n1Cc1ccccc1	1674	1859
CCSc1ncnc2c1sc1nc3c(cc12)COC(C)(C)C3	1683	1928
CSc1ccc(C#N)cc1NC(=O)c1ccccc1C	1627	1726
Cn1cnnc1SCC(=O)Nc1ccc(Cl)c(S(=O)(=O)N2CCOCC2)c1	1388	1560
O=C(CSc1nc2[nH]ncc2c(=O)[nH]1)Nc1nccs1	1670	1949
O=C(CSc1nn(-c2ccc(F)cc2)c(=S)s1)N1CCN(C(=O)c2ccco2)CC1	1523	1972
Fc1cccc(CSc2nnc3ccc(-c4ccncc4)nn23)c1	1769	2075

This is a subset (hit frequency here may not be typical).
